CSM14.1 death rescue – rescue of cells from ER stress-induced death, primary screen, 384-well, CSM14.1, thapsigargin, ATP luminescence (AID 1222); one-dose cellular ATP content (survival), % at 20 µM; EC50 in µM for titrated hits; 190,000 tested, under 10 active; CSM14.1 thapsigargin-induced death rescue, ATP luminescence; higher % means a stronger effect;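 active = EC50 below 50 µM in the dose-response confirmation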;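 note: death triggered by thapsigargin at about 15 µM added after 2 h compound pretreatment; cell ATP read after overnight thapsigargin exposure of roughly 18 to 22 hours; normalized against plate controls of thapsigargin alone and 5% DMSO vehicle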
SV40 large T antigen – TAg ATPase/helicase activity blockers – biochemical (AID 1903) | SV40 large T antigen ATPase/helicase inhibition assay; higher % means a stronger effect | inhibition, % at 20 µM, or IC50 in µM where a hit was titrated | actives 0.39% (n = 310,000); in the data active = a potency from the dose series; inconclusive = inhibition mostly from about 32% at the one dose, without a potency; inactive = the rest, 99 in 100 with inhibition below about 32%; note: strong numbers were not always called active
MgcRacGAP inhibition – MgcRacGAP GTPase-activating activity inhibitors, confirmation, biochemical, ADP Hunter fluorescence; MgcRacGAP-stimulated Rac1 GTP hydrolysis, ADP Hunter fluorescence; higher % means a stronger effect; GST-tagged Rac1 F28L mutant substrate; inhibition, % at 30 µM, or IC50 in µM where a hit was titrated; actives 0.6% (n = 340,000);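 active = first-screen hits whose inhibition reached a set limit at any dose in the follow-up dose series; inconclusive = inhibition above the set first-screen limit but never retested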;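 note: fluorescence reports GDP produced by GAP-driven GTP hydrolysis; strong numbers were not always called active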
PhoP inhibition – inhibitors of PhoP regulon expression, primary screen, Salmonella Typhimurium, GFP reporter (AID 1863). S. Typhimurium PhoP-regulated promoter GFP reporter, 4 h; higher % means a stronger effect. one-dose inhibition, % at 50 µM; IC50 in µM for titrated hits. actives 0.16% (n = 300,000);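 active = inhibition over 29.93%, a cutoff 3 SD above the screen mean, later confirmed by dose response; inconclusive = inhibition over 29.93% but no dose response follow-up; inactive = inhibition at most 29.93% or unconfirmed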;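 note: 0% = low Mg2+ inducing control and 100% = high Mg2+ repressing control; strong numbers were not always called active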
NS5 inhibitors – flavivirus cap methylation enzyme inhibition – biochemical, confirmation dose response, primary screen (AID 588689) | Dengue-2 NS5 methyltransferase capping enzyme assay, biochemical; higher % means a stronger effect | one-dose inhibition, % at 25 µM; IC50 in µM for titrated hits | actives 0.3% (n = 340,000); in the data active = a potency from the dose series; inconclusive = inhibition above about 29% without an active follow-up result
RSV CPE inhibition – RSV antiviral activity via CPE protection, HEp-2 cells, primary 10 µM value included (AID 2391); HEp-2 cells, RSV-induced CPE inhibition; higher % means a stronger effect; one-dose CPE inhibition, % at 10 µM; IC50 in µM for titrated hits; actives 0.13% (n = 310,000); in the data active = a potency from the dose series; inconclusive = CPE inhibition mostly from about 23% at the one dose, without a potency; inactive = the rest, 99 in 100 with CPE inhibition below about 21%; note: strong numbers were not always called active
LYP phosphatase – inhibitors of LYP phosphatase, biochemical, fluorescence intensity, uHTS (AID 1779) | recombinant LYP phosphatase, fluorescence intensity; higher % means a stronger effect | one-dose inhibition, % at 11.5 µM; IC50 in µM for titrated hits | actives 0.054% (n = 290,000); in the data active = inhibition above about 50%;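 note: plate controls were vehicle with enzyme for no effect and no enzyme for full effect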
GPR35 arrestin U2OS – GPR35 antagonists blocking zaprinast-driven arrestin recruitment, primary screen, imaging, U2OS, beta-arrestin-GFP, zaprinast agonist (AID 2058). U2OS GPR35 beta-arrestin-GFP translocation imaging, zaprinast antagonism; higher % means a stronger effect. inhibition, % at 10 µM, or IC50 in µM where a hit was titrated. actives 0.052% (n = 290,000);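 active = inhibition of at least 50% with at least 30 cells and total cytoplasm GFP at most 10,000,000; inconclusive = under 30 cells or total GFP of 10,000,000 plus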
West Nile antiviral – inhibition of WNV-induced cytopathic effect – cell-based, CPE readout (AID 1621); actives 0.02% (n = 290,000); West Nile virus-infected cells, CPE inhibition; higher % means a stronger effect; CPE inhibition, % at 10 µM, or IC50 in µM where a hit was titrated; in the data active = a potency from the dose series; inconclusive = CPE inhibition mostly from about 3.7% at the one dose, without a potency; inactive = the rest, 99 in 100 with CPE inhibition below about 2.2%; note: strong numbers were not always called active
The depositor's hits bear a star. Not a hit list; any-hit rate near 1.5%.

Screening COc1cc(OC)c(OC)cc1CNC(=O)c1cc(=O)[nH]c2ccccc12 returned SV40 large T antigen -2%, MgcRacGAP inhibition -15%, PhoP inhibition 5%, NS5 inhibitors -2%, RSV CPE inhibition 0.4%, LYP phosphatase -9%, GPR35 arrestin U2OS 11% and West Nile antiviral 0.6%.
Cc1cccc(NC(=O)c2ccc([N+](=O)[O-])cc2Cl)n1 was read as CSM14.1 death rescue -3.1%, SV40 large T antigen 21%, MgcRacGAP inhibition 4%, PhoP inhibition 6%, NS5 inhibitors -4%, RSV CPE inhibition 3.0%, LYP phosphatase -4%, GPR35 arrestin U2OS 0% and West Nile antiviral -0.5%.
For C/C(Cl)=C/Cn1c(SC(C)C)nc2c1c(=O)[nH]c(=O)n2C the results were CSM14.1 death rescue -2.3%, SV40 large T antigen 9%, MgcRacGAP inhibition 12%, PhoP inhibition -13%, NS5 inhibitors -14%, RSV CPE inhibition 20%, LYP phosphatase 0%, GPR35 arrestin U2OS -9% and West Nile antiviral 0.3%.
COc1ccc(N(CC(=O)Nc2ccc(F)cc2)S(=O)(=O)c2ccccc2[N+](=O)[O-])c(OC)c1 was read as CSM14.1 death rescue 4.8%, SV40 large T antigen 4%, MgcRacGAP inhibition 12%, PhoP inhibition 5%, NS5 inhibitors -5%, RSV CPE inhibition 4.9%, LYP phosphatase -2%, GPR35 arrestin U2OS 9% and West Nile antiviral -0.9%.
CC(C(=O)Nc1nc2ccccc2[nH]1)N1C(=O)C2CC=CCC2C1=O (stereo not drawn) was read as CSM14.1 death rescue -1.7%, SV40 large T antigen 1%, MgcRacGAP inhibition 3%, PhoP inhibition -14%, NS5 inhibitors -2%, RSV CPE inhibition 0.3%, LYP phosphatase 3%, GPR35 arrestin U2OS 0% and West Nile antiviral 0.2%.
`CC(=O)N1CCc2cc(S(=O)(=O)CCC(=O)N3CCc4ccccc4C3)ccc21` gave CSM14.1 death rescue 1.0%, SV40 large T antigen 3%, MgcRacGAP inhibition 6%, PhoP inhibition 1%, NS5 inhibitors 5%, RSV CPE inhibition 0.1%, LYP phosphatase -2%, GPR35 arrestin U2OS -11% and West Nile antiviral -0.5%.
`Cc1oc(C(C)(C)C)c(CN2CCOCC2)c1C(=O)O` gave CSM14.1 death rescue 0.9%, SV40 large T antigen 3%, MgcRacGAP inhibition 3%, PhoP inhibition 6%, NS5 inhibitors 10%, RSV CPE inhibition 0.2%, LYP phosphatase -11%, GPR35 arrestin U2OS 20% and West Nile antiviral 0.4%.
Cc1ccc(S(=O)(=O)Cc2cn3cccnc3n2)cc1 was read as CSM14.1 death rescue -0.7%, SV40 large T antigen 12%, MgcRacGAP inhibition -3%, PhoP inhibition 2%, NS5 inhibitors 3%, LYP phosphatase -10%, GPR35 arrestin U2OS 7% and West Nile antiviral 0.4%.
Screening CC(C)C(=O)Nc1cccc(C(=O)NCc2ccc3c(c2)OCO3)c1 returned CSM14.1 death rescue -1.9%, SV40 large T antigen 8%, MgcRacGAP inhibition 0%, PhoP inhibition 3%, NS5 inhibitors -3%, RSV CPE inhibition -1.1%, LYP phosphatase 1%, GPR35 arrestin U2OS 3% and West Nile antiviral -1.1%.
For CCCC(=O)Nc1sc(C)c(C)c1C#N the results were CSM14.1 death rescue 1.4%, MgcRacGAP inhibition 4%, NS5 inhibitors -2%, RSV CPE inhibition 1.4%, LYP phosphatase -8%, GPR35 arrestin U2OS 18% and West Nile antiviral -0.8%.
For CCC(=O)c1ccc(OCC(=O)O)c(OC)c1 the results were CSM14.1 death rescue -1.5%, SV40 large T antigen 4%, MgcRacGAP inhibition 2%, PhoP inhibition -3%, NS5 inhibitors 1%, RSV CPE inhibition 1.6%, LYP phosphatase -9%, GPR35 arrestin U2OS 5% and West Nile antiviral 1.3%.
For Cc1c(C)n2c(SCC(=O)N3CCOCC3)nnc2[nH]c1=O the results were SV40 large T antigen 4%, MgcRacGAP inhibition 4%, PhoP inhibition 8%, NS5 inhibitors -1% and RSV CPE inhibition -2.7%.
For Cc1noc(C)c1C(=O)NCCc1c(C)[nH]c2ccccc12 the results were SV40 large T antigen 0%, MgcRacGAP inhibition 4%, PhoP inhibition 0%, NS5 inhibitors -6%, RSV CPE inhibition 1.9%, LYP phosphatase -10%, GPR35 arrestin U2OS -12% and West Nile antiviral -1.0%.
`CCCC(=O)Nc1cc(C)c(NC(=O)c2ccco2)cn1` gave SV40 large T antigen 22%, MgcRacGAP inhibition -1%, PhoP inhibition -1%, NS5 inhibitors 1%, RSV CPE inhibition 0.9%, LYP phosphatase -13%, GPR35 arrestin U2OS -2% and West Nile antiviral 0.3%.
Screening Cc1ccc(NS(=O)(=O)c2c(C(=O)N3CCCC3)c(C)n(C)c2C)cc1 returned SV40 large T antigen 9%, MgcRacGAP inhibition 7%, PhoP inhibition -6%, NS5 inhibitors -8%, RSV CPE inhibition 2.4%, LYP phosphatase -9%, GPR35 arrestin U2OS 11% and West Nile antiviral 0.7%.
`CC(C)(C)NC(=O)CSc1nc(N)c(-c2ccccc2)c(=O)[nH]1` gave CSM14.1 death rescue 0.3%, SV40 large T antigen 20%, MgcRacGAP inhibition -2%, PhoP inhibition -11%, NS5 inhibitors -5%, RSV CPE inhibition 0.6%, LYP phosphatase -4%, GPR35 arrestin U2OS 4% and West Nile antiviral 0.6%.
For Cc1ccc(S(=O)(=O)N2CCC(=O)N(C(COCc3ccc(C(F)(F)F)cc3)Cc3ccccc3)CC2)cc1 (stereo not drawn) the results were CSM14.1 death rescue -3.6%, SV40 large T antigen 2%, MgcRacGAP inhibition 8%, PhoP inhibition 4%, NS5 inhibitors -5%, RSV CPE inhibition 15%, LYP phosphatase 8%, GPR35 arrestin U2OS -11% and West Nile antiviral -1.0%.
Screening O=C1CC(/C=C/c2ccco2)=Nc2ccccc2N1 returned CSM14.1 death rescue -0.8%, SV40 large T antigen 32%, MgcRacGAP inhibition 11%, PhoP inhibition 25%, NS5 inhibitors inconclusive, RSV CPE inhibition 11%, LYP phosphatase -2%, GPR35 arrestin U2OS 0% and West Nile antiviral 0.0%.
Screening C/C(CC(=O)Nc1ccc(Cl)cc1)=N\NC(=O)C(=O)NCCO returned CSM14.1 death rescue -0.9%, SV40 large T antigen 8%, MgcRacGAP inhibition 7%, PhoP inhibition 3%, NS5 inhibitors 2%, RSV CPE inhibition 1.5%, LYP phosphatase -9%, GPR35 arrestin U2OS 9% and West Nile antiviral 1.0%.
For Oc1ccc(NCc2cccs2)cc1 the results were SV40 large T antigen 29µM*, MgcRacGAP inhibition 24%, PhoP inhibition 11%, NS5 inhibitors 46%, RSV CPE inhibition 0.9%, LYP phosphatase -6%, GPR35 arrestin U2OS 2% and West Nile antiviral -0.1%.
COC(=O)c1cc(NC(=O)c2cc3ccccc3o2)cc(C(=O)OC)c1 was read as SV40 large T antigen 1%, MgcRacGAP inhibition 8%, PhoP inhibition -3%, NS5 inhibitors -4%, RSV CPE inhibition 1.6%, LYP phosphatase -4%, GPR35 arrestin U2OS 4% and West Nile antiviral -0.3%.
Screening CCCCc1cc(=O)oc2cc(OS(C)(=O)=O)ccc12 returned CSM14.1 death rescue -2.9%, SV40 large T antigen 4%, MgcRacGAP inhibition 9%, PhoP inhibition 9%, NS5 inhibitors -2%, RSV CPE inhibition 3.2%, LYP phosphatase -7%, GPR35 arrestin U2OS 13% and West Nile antiviral 0.2%.
CN(C)S(=O)(=O)c1cccc(NC(=O)Cc2ccc(-c3ccccc3)cc2)c1 was read as SV40 large T antigen 12%, MgcRacGAP inhibition 7%, PhoP inhibition -6%, NS5 inhibitors 3%, RSV CPE inhibition 3.8%, LYP phosphatase 8%, GPR35 arrestin U2OS -10% and West Nile antiviral -0.6%.
Screening O=P(O)(O)c1ccccc1OCCOCCOc1ccccc1P(=O)(O)O returned SV40 large T antigen -4%, MgcRacGAP inhibition 2%, PhoP inhibition 1%, NS5 inhibitors 6%, RSV CPE inhibition 1.4%, LYP phosphatase -5%, GPR35 arrestin U2OS -8% and West Nile antiviral -0.8%.
Cc1ccc(C(=O)Nc2ccnc(-c3cccnc3)n2)cc1 was read as SV40 large T antigen 12%, MgcRacGAP inhibition 4%, PhoP inhibition 5%, NS5 inhibitors 1%, RSV CPE inhibition 0.5%, LYP phosphatase -3%, GPR35 arrestin U2OS -16% and West Nile antiviral 0.5%.
O=C(N1CCOCC1)C12CC3CC(C1)CC(n1cnc(Cl)n1)(C3)C2 was read as CSM14.1 death rescue 3.4%, SV40 large T antigen 7%, MgcRacGAP inhibition 2%, PhoP inhibition -4%, NS5 inhibitors 1%, RSV CPE inhibition 2.2%, LYP phosphatase -4%, GPR35 arrestin U2OS -8% and West Nile antiviral -0.4%.
For Fc1ccccc1CNCCC(Cc1ccccc1)c1ccc2c(c1)OCO2 (stereo not drawn) the results were CSM14.1 death rescue -0.2%, SV40 large T antigen 15%, MgcRacGAP inhibition 11%, PhoP inhibition 0%, NS5 inhibitors 4%, RSV CPE inhibition 4.1%, LYP phosphatase -3%, GPR35 arrestin U2OS 14% and West Nile antiviral -0.9%.
For O=C(/C=C/c1ccc(F)cc1)N1CC[C@@]2(O)CCCC[C@H]2C1 the results were SV40 large T antigen 7%, MgcRacGAP inhibition -2%, NS5 inhibitors 8%, RSV CPE inhibition 1.1%, LYP phosphatase -5%, GPR35 arrestin U2OS 10% and West Nile antiviral 0.1%.
`Cc1ccc(-c2n[nH]c(=S)n2/N=C/C=C\c2ccccc2[N+](=O)[O-])cc1` gave CSM14.1 death rescue 0.7%, SV40 large T antigen 11%, MgcRacGAP inhibition 6%, PhoP inhibition 12%, NS5 inhibitors -2%, RSV CPE inhibition 7.0%, LYP phosphatase -6%, GPR35 arrestin U2OS -5% and West Nile antiviral 0.3%.
Screening Cc1cccc(NC(=S)N2CCN(c3cc(C)ccc3C)CC2)c1 returned CSM14.1 death rescue 4.3%, SV40 large T antigen 8%, MgcRacGAP inhibition 9%, PhoP inhibition -1%, NS5 inhibitors -7%, RSV CPE inhibition 18%, LYP phosphatase -2%, GPR35 arrestin U2OS -13% and West Nile antiviral -1.1%.
CCOC(=O)c1nn(-c2ccccc2)c(C#N)c1NC(=O)c1nn(CC)cc1Br was read as CSM14.1 death rescue 0.2%, SV40 large T antigen 12%, MgcRacGAP inhibition 0%, PhoP inhibition -9%, NS5 inhibitors 3%, RSV CPE inhibition 3.9%, LYP phosphatase -3%, GPR35 arrestin U2OS 11% and West Nile antiviral 1.5%.
